Source: PubChem
Neddylation inh: inhibitors of cullin neddylation, primary screen, biochemical, TR-FRET, uHTS, NAE and Ubc12; AID 651699, 2012; calls only at 25 µM; actives 0.58% (n = 360,000); NEDD8-conjugating enzyme Ubc12 (Homo sapiens) + NEDD8-activating enzyme E1 regulatory …; in the data active means inhibition above about 36%
PABP1 MLLE inh: inhibitors of PABP1 MLLE–PAM2 peptide binding, primary screen, biochemical, fluorescence polarization, FITC-PAM2, GST-MLLE | Polyadenylate-binding protein 1 (Homo sapiens), P11940 | inhibition, % at 20 µM | actives 0.36% (n = 360,000) | AID 588489, 2011; in the data active means inhibition above about 35%, passing the limit was not always enough;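 further: plate controls were DMSO wells with GST-MLLE for no effect and wells lacking GST-MLLE protein for full effect; some results filed as inactive read as strong as hits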
NadD inh: inhibitors of S. aureus NadD, primary screen, biochemical, colorimetric, uHTS; purified NadD enzyme, colorimetric absorbance read-out; Nicotinate-nucleotide adenylyltransferase NadD (Staphylococcus aureus N315); inhibition, % at 20 µM; actives 0.78% (n = 360,000); in the data active means inhibition above about 26%; further: some compounds past the cut are filed as inactive
SKN-1 block: suppressors of acrylamide-induced Pgst-4::GFP reporter in worms, primary screen, SKN-1 inhibitor project, whole organism, uHTS, GFP/RFP fluorescence ratio, strain VP596; C. elegans VP596 Pgst-4::GFP/RFP ratio, 24 h; actives 0.49% (n = 360,000); AID 624304, 2012; inhibition, % at 21.8 µM;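 active means interference check ratio from 0.5 to 1.5 plus GFP to RFP signal ratio inhibition reaching or exceeding a fixed threshold, cut at about 30% in these data, passing the limit was not always enough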; further: some compounds called inactive have numbers as strong as hits
Rpn11 inh: Rpn11 (PSMD14) deubiquitinase inhibitors, primary screen, biochemical, fluorescence polarization, uHTS; 26S proteasome non-ATPase regulatory subunit 14 (Homo sapiens), O00487; human 26S proteasome, Ub4-pepOG fluorescence polarization; 20S core pre-blocked with epoxomicin; calls only at 20 µM; actives 0.59% (n = 360,000);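 active means inhibition at 20 µM, scaled to each plate's controls, above about 33%, limit read from the data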
CSN inh: inhibitors of CSN-mediated cullin deneddylation, primary screen, biochemical, fluorescence polarization, uHTS; COP9 signalosome complex subunit 5 (Homo sapiens), Q92905; Purified CSN, SCF-Nedd8-OG deneddylation; inhibition, % at 12.5 µM; actives 0.38% (n = 360,000); AID 651999, 2013;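 active means pattern-corrected inhibition above about 35%, with an unprinted fluorescence ratio check between 0.5 and 1.5, limit read from the data, passing the limit was not always enough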;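 further: 0% = enzyme with substrate and 100% = substrate without enzyme; some results filed as inactive read as strong as hits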
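Assay system: purified human Csn5 enzyme expressed in HEK293T cells; Input: 0.24 nM Csn5 enzyme, final concentration; Reagent: 10 nM SCFSkp2-Nedd8OG; Compound dosing: 12.5 µM single point; Times: reaction 90 min, room temperature; Technique: fluorescence polarization readout.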
MT1-MMP act inh: blockers of MT1-MMP proenzyme processing, primary screen, HT1080 RFP-PRO-GFP cells, GFP/RFP fluorescence; Matrix metalloproteinase-14 (Homo sapiens), P50281; GFP/RFP ratio fluorescence, overnight; percent of plate control window, DMSO zero; GFP/RFP ratio change, % at 20 µM; actives 0.061% (n = 360,000); AID 651647, 2012;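 active means GFP/RFP ratio change of at least 30% with cell ATP level not reduced by more than half and red fluorescence within 50% of control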; further: strong numbers were not always called active
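system = RFP-PRO-GFP reporter HT1080 cells | dosing = 20 µM single dose, 1% DMSO | timing = overnight cell settling, then overnight compound exposure, 37 °C, 5% CO2 | read-out basis = GFP/RFP fluorescence ratio | controls = DMSO and RFP-L50D-GFP cell wells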
FAS-TE inh: FAS thioesterase domain inhibitors, primary screen, biochemical, fluorescence intensity, uHTS. AID 602261, 2012. recombinant FAS-TE, OMFH fluorogenic substrate, fluorescence endpoint. Fatty acid synthase (Homo sapiens), P49327. inhibition, % at 15 µM. actives 0.67% (n = 360,000);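 active means compounds whose normalised, plate-corrected inhibition of enzyme fluorescence in the single-dose primary screen is 50% or more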;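 further: 0% = DMSO with enzyme and 100% = substrate without enzyme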
Target sequence (P49327 whole entry, looked up, the tested form may be a part): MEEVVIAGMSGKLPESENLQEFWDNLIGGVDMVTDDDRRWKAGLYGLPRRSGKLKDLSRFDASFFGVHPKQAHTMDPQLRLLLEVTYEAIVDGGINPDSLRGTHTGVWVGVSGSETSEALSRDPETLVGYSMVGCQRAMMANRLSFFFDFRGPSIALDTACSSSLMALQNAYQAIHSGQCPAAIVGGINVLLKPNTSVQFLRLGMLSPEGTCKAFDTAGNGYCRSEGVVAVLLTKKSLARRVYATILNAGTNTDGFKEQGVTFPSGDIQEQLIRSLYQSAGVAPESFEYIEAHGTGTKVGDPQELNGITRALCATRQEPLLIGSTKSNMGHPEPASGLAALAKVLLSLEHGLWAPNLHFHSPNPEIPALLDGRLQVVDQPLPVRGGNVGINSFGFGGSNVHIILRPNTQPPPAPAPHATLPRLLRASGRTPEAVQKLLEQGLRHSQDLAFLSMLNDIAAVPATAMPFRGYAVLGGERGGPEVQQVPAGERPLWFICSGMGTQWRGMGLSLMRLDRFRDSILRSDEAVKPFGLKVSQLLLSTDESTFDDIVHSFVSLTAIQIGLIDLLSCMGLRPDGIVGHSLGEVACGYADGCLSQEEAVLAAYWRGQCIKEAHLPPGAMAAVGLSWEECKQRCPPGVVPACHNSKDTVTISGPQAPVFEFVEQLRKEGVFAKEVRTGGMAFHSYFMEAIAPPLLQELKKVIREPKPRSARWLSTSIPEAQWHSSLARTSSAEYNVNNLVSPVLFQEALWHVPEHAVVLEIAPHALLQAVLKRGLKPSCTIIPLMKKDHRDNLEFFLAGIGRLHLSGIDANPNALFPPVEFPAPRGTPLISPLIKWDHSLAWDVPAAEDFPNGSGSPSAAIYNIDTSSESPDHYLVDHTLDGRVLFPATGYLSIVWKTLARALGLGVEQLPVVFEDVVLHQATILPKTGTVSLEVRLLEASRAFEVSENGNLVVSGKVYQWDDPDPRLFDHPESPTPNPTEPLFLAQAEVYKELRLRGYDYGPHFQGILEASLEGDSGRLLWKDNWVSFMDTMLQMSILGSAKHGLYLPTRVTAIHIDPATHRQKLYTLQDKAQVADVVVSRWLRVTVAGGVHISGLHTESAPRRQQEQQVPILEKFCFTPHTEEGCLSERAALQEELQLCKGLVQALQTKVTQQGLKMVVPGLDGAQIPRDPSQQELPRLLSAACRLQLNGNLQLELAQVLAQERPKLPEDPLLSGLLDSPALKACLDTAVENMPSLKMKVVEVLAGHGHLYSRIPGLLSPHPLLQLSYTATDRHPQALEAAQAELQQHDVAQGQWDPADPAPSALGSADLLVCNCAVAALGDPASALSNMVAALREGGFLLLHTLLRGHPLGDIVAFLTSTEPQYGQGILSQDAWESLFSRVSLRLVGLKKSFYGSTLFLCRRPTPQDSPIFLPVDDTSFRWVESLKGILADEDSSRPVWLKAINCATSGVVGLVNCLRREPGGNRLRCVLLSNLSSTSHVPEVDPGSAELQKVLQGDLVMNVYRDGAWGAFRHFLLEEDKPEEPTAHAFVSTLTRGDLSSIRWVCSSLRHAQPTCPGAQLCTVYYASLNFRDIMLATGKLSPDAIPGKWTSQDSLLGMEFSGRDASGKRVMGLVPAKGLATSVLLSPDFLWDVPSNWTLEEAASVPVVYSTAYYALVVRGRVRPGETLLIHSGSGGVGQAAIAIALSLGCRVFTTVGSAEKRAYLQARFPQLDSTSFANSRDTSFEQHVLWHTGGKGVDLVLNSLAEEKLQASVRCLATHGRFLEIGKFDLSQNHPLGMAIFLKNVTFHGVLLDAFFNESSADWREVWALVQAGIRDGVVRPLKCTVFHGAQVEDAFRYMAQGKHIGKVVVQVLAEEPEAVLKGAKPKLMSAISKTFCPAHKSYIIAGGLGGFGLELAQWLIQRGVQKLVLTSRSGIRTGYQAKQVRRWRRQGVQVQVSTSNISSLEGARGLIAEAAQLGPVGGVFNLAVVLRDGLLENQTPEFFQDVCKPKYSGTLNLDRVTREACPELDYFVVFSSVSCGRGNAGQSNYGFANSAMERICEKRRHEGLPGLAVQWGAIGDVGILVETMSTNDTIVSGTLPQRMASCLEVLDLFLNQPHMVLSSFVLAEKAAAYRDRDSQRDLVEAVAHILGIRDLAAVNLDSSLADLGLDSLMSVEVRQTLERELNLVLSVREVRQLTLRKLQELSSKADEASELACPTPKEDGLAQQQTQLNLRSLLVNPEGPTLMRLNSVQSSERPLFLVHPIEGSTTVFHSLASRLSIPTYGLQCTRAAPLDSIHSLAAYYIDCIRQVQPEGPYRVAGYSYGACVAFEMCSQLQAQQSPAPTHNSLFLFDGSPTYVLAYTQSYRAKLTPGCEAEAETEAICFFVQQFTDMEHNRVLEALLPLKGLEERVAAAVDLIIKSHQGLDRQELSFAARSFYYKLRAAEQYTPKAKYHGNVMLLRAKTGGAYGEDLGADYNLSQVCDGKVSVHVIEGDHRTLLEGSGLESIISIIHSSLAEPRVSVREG
Rin1 Abl inh: inhibitors of Rin1-Abl protein binding, primary screen, biochemical, TR-FRET | AID 588664, 2011 | inhibition, % at 7.35 µM | actives 0.4% (n = 360,000); in the data active means inhibition above about 5%, passing the limit was not always enough
* marks the source's active call; other numbers are inactive results; i = inactive; / = no result given.

SMILES	Neddylation inh	PABP1 MLLE inh	NadD inh	SKN-1 block	Rpn11 inh	CSN inh	MT1-MMP act inh	FAS-TE inh	Rin1 Abl inh
c1ccc(CCC2Cc3ccccc3N2)cc1 (configuration not stated)	i	8	-5	30	i	-5	0	4	2
CCc1nc2ccccc2n1CCc1ccccc1	i	5	-6	1	i	4	3	-1	-2
Cc1cc(C)c(N2C(=NC(=O)CCCC(=O)O)SC3CS(=O)(=O)CC32)c(C)c1 (configuration not stated)	i	16	0	10	i	21	1	-7	3
CC1(C(=O)NS(=O)(=O)c2ccc(C#N)cc2)CCN1C(=O)c1cccc2ccccc12 (configuration not stated)	i	-8	-3	-17	i	-4	-1	3	0
CCOc1cc(N2CCOCC2)c(OCC)cc1NC(=O)Cc1cccc2ccccc12	i	-4	4	28	i	3	-4	20	1
OC(c1ccccc1)c1ncc(-c2ccccc2F)[nH]1 (configuration not stated)	i	9	-1	-2	i	1	3	-6	3
CC(=O)NC(=O)NC1OC(=O)C(Cl)=C1Cl (configuration not stated)	i	20	-1	-9	i	4	15	-7	-2
Cc1ccc(C(=O)Nc2ccccc2C(=O)N2CCCCCC2)cc1	i	4	5	13	i	1	-2	1	4
Cc1cc(C)c(NC(=O)Cn2c([N+](=O)[O-])cnc2C)c(C)c1	i	13	-3	-6	i	7	2	-5	2
Cc1ccc(C(=O)/C=C/c2cn(CN3CCN(C)CC3)c3ccccc23)cc1	i	-10	-11	18	i	2	-2	-5	-1
CCOc1cc(N2CCOCC2)c(OCC)cc1NC(C)C(=O)N1CCN(CC)CC1 (configuration not stated)	i	12	2	34	i	5	10	-5	38*
COc1cccc(C(=O)N2CCC(n3nccc3NC(=O)C(OC)c3ccccc3)CC2)c1 (configuration not stated)	i	5	-2	16	i	4	1	-4	2
OC1(c2cccc(C(F)(F)F)c2)CCN(Cc2nnnn2CCc2ccccc2)CC1	i	10	1	10	i	-3	-2	7	2
CCCCCCCN(C(=O)CCl)c1cccc(C)c1	i	4	-9	0	i	4	-12	13	2
c1ccc(CN2CCC(Nc3nc(-c4cccnc4)nc4ccccc34)CC2)cc1	i	-8	10	-8	i	-1	-2	9	-2
Cc1nc2ccc(C(=O)NCCCN3CCCC3=O)cn2c1N(C)C(=O)CCc1ccccc1	i	3	-1	3	i	-2	3	-11	2
Cc1ccc2c(c1)N(C(=O)CCC(=O)N1CCN(c3ccccc3)CC1)CCO2	i	5	3	98	i	-4	2	2	-1
CCOc1ccc(C2CC(c3cccc(Cl)c3)n3nc(N)nc3N2)cc1 (configuration not stated)	/	-10	6	-1	i	-1	-1	-4	-2
O=C(CCCCCCCCC(=O)N1CCCCC1)N1CCCCC1	i	2	3	13	i	6	2	-8	3
c1ccc2ncccc2c1	i	-1	-4	-17	i	2	-4	-4	-1
CCOC(=O)c1cc2sccc2n1CC(=O)N1CCCc2ccccc21	i	12	-2	10	i	1	-3	32	0
O=C1N/C(=N\N=C\c2cccs2)SC1Cc1ccc(Cl)cc1Cl (configuration not stated)	i	-2	17	-11	i	0	-1	-2	0
CCCn1c(C(O)c2ccc(OCC)cc2)nc2ccccc21 (configuration not stated)	i	5	-2	6	i	0	1	-2	1
O=C1CN(C(=O)COC(=O)CCS(=O)(=O)c2ccccc2Cl)c2ccccc2N1	i	-9	-5	4	i	-1	4	-6	-1
O=C(Nc1ccccc1)C1CCN(c2nccs2)CC1	i	7	5	17	i	10	-3	-8	-4

Single records, as listed above.
Profile of `O=C(CCCCCCCCC(=O)N1CCCCC1)N1CCCCC1` → Neddylation inh = i; PABP1 MLLE inh = 2; NadD inh = 3; SKN-1 block = 13; Rpn11 inh = i; CSN inh = 6; MT1-MMP act inh = 2; FAS-TE inh = -8; Rin1 Abl inh = 3
Profile of `c1ccc2ncccc2c1` → Neddylation inh = i; PABP1 MLLE inh = -1; NadD inh = -4; SKN-1 block = -17; Rpn11 inh = i; CSN inh = 2; MT1-MMP act inh = -4; FAS-TE inh = -4; Rin1 Abl inh = -1

(more compounds)
SMILES	Neddylation inh	PABP1 MLLE inh	NadD inh	SKN-1 block	Rpn11 inh	CSN inh	MT1-MMP act inh	FAS-TE inh	Rin1 Abl inh
CSCCC(NS(=O)(=O)c1ccc(Cl)cc1)C(=O)OCC(=O)NC1CC1 (configuration not stated)	i	10	-5	9	i	-1	1	-4	-3
COc1ccc(N(CC2CO2)S(=O)(=O)c2ccc(C)cc2)cc1 (configuration not stated)	i	2	-7	18	i	1	0	1	1
O=C(NCCN1CCC(n2c(=O)[nH]c3ccccc32)CC1)c1cc(F)cc(F)c1	i	/	0	-5	/	1	3	-12	/
COc1ccc(/C=C/C(=O)C2(O)CCCCC2)cc1	i	-2	-2	11	i	2	-2	-3	-2
CCc1cccc(NC(=O)C2CCCN2S(=O)(=O)c2ccc3c(c2)CC(C)N3C(C)=O)c1 (configuration not stated)	i	-7	1	9	i	-2	2	1	2
CC(C)(C)C1=C(C#N)C(c2cc3c(cc2Br)OCO3)C(C#N)=C(N)O1 (configuration not stated)	i	12	-2	-25	i	1	-1	-14	0
COc1cc(OC)cc(C(=O)NCc2cc(C)nc3ccccc23)c1	i	10	1	-1	i	4	8	-2	-2
C/C(Sc1nnc(Cc2ccccc2)o1)=C(/O)c1ccccc1	i	8	6	-5	i	3	1	-3	-1
O=C(Cn1cnc2sc(-c3ccccc3)cc2c1=O)NCc1ccco1	i	1	1	-10	i	-4	2	-6	-3
CCc1ccc(-c2ccc(C(=O)C(F)(F)F)[nH]2)cc1	i	-6	1	1	i	5	6	-1	4
CN(C)S(=O)(=O)c1ccc(C(=O)/C=C/c2cccnc2)cc1	i	15	1	6	i	2	-2	-3	0
C=CCC[C@@H](Cc1ccc(F)cc1)C(=O)OC[C@H](Cc1c[nH]c2ccccc12)NC(=O)[C@H](CC=C)CC(=O)N(CCO)Cc1ccccc1	i	-24	-6	10	i	2	-10	22	-1
O=C(O)CONC(=O)c1cc(OCC(F)(F)F)ccc1OCC(F)(F)F	i	-2	8	4	i	-1	3	-8	2
O=C(C1CCCN1C(=O)c1cccs1)N1CCc2ccccc21 (configuration not stated)	i	-10	6	3	i	-3	-22	-2	1
COc1ccc(NC(=O)c2ccc3ccccc3c2)cc1	i	-5	-11	-9	i	0	-4	-6	3
O=C1CC2(CCCCCC2)Oc2ccccc21	i	2	0	16	i	3	1	-9	3
O=C(CN1C(=O)C2C3C=CC(C3)C2C1=O)NCCc1ccccc1 (configuration not stated)	i	-3	-2	8	i	7	1	-8	4
O=C(O)c1cnn(-c2ccccc2)c1-n1cccc1	i	-7	-2	-9	i	-1	1	-6	-3
O=C(/C=C/c1ccc(Cl)cc1)Nc1ccc(Br)cn1	/	4	4	-2	i	3	5	2	-4
COc1cccc(NC(=O)COC(=O)c2ccccc2C(=O)N(C)c2ccccc2)c1	i	6	1	3	i	-3	0	2	-1
COc1ccc(NS(=O)(=O)c2ccc(Br)cc2)cn1	i	3	3	-13	i	2	0	1	2
CCN(C(=S)Nc1ccc(C(C)=O)cc1)C1CCCCC1	i	-59	0	-5	i	48*	-3	4	-2
Cc1sc2nc(SCC(=O)NCCO)n(-c3ccccc3)c(=O)c2c1C	i	-5	-4	7	i	11	1	-9	0
Oc1ccccc1-c1nnc2n1CCCCC2	i	-4	-2	0	i	14	3	-2	-4
c1ccc(-n2ncc3c(NC4CCCCCC4)ncnc32)cc1	i	-1	-5	5	i	4	-5	14	1

(next part)
SMILES	Neddylation inh	PABP1 MLLE inh	NadD inh	SKN-1 block	Rpn11 inh	CSN inh	MT1-MMP act inh	FAS-TE inh	Rin1 Abl inh
COCc1cc(C)nc(Nc2ccccc2OC)c1C#N	i	4	-7	4	i	0	1	3	-1
CC(NC(=O)Cc1c(F)cccc1Cl)C1CCCO1 (configuration not stated)	i	10	0	-7	i	-2	1	-6	-1
NS(=O)(=O)c1ccc(CCNC(=O)CSc2nnc3ccccn23)cc1	i	10	-9	-4	i	0	4	-6	1
O=C(O)c1ccc2c(c1)N(Cc1ccccc1)C(=O)c1ccccc1S2	i	21	-2	4	i	1	2	1	-1
O=C1Nc2ccccc2C(=O)N2c3ccccc3NC(=O)C12 (configuration not stated)	i	7	-2	-10	i	-2	1	-11	5
CC1(Cc2ccc(F)c(Cl)c2)C(=O)Nc2c(Cl)cccc21 (configuration not stated)	i	-10	-7	13	i	-9	-6	16	-2
CCOC(=O)C(/C=N/c1cc(C)nn1-c1ccccc1)=C(\C)O	i	1	-5	1	i	2	-2	-5	0
CC(=O)c1cc2cc(O)ccc2o1	/	-95	4	1	i	-3	-1	-11	0
O=C1N=C(N2CCCCC2)S/C1=C\c1ccc(Cl)cc1	i	2	-3	-12	i	1	3	-1	3
O=C(Cc1ccccc1Cl)c1ccccc1	i	2	-2	-1	i	-5	-5	0	0
CCOc1ccc(OCC)c(NS(=O)(=O)c2cn(C)cn2)c1	i	-3	-2	4	i	4	-4	-6	3

Among those listed so far, these contain four or more nitrogen atoms:
SMILES	Neddylation inh	PABP1 MLLE inh	NadD inh	SKN-1 block	Rpn11 inh	CSN inh	MT1-MMP act inh	FAS-TE inh	Rin1 Abl inh
Cc1cc(C)c(NC(=O)Cn2c([N+](=O)[O-])cnc2C)c(C)c1	i	13	-3	-6	i	7	2	-5	2
CCOc1cc(N2CCOCC2)c(OCC)cc1NC(C)C(=O)N1CCN(CC)CC1 (configuration not stated)	i	12	2	34	i	5	10	-5	38*
COc1cccc(C(=O)N2CCC(n3nccc3NC(=O)C(OC)c3ccccc3)CC2)c1 (configuration not stated)	i	5	-2	16	i	4	1	-4	2
OC1(c2cccc(C(F)(F)F)c2)CCN(Cc2nnnn2CCc2ccccc2)CC1	i	10	1	10	i	-3	-2	7	2
c1ccc(CN2CCC(Nc3nc(-c4cccnc4)nc4ccccc34)CC2)cc1	i	-8	10	-8	i	-1	-2	9	-2
Cc1nc2ccc(C(=O)NCCCN3CCCC3=O)cn2c1N(C)C(=O)CCc1ccccc1	i	3	-1	3	i	-2	3	-11	2
CCOc1ccc(C2CC(c3cccc(Cl)c3)n3nc(N)nc3N2)cc1 (configuration not stated)	/	-10	6	-1	i	-1	-1	-4	-2
O=C(NCCN1CCC(n2c(=O)[nH]c3ccccc32)CC1)c1cc(F)cc(F)c1	i	/	0	-5	/	1	3	-12	/
c1ccc(-n2ncc3c(NC4CCCCCC4)ncnc32)cc1	i	-1	-5	5	i	4	-5	14	1
NS(=O)(=O)c1ccc(CCNC(=O)CSc2nnc3ccccn23)cc1	i	10	-9	-4	i	0	4	-6	1
